Screening data: PubChem BioAssay, National Center for Advancing Translational Sciences (NCATS)
TRPV1 agonist: activates the human vanilloid receptor TRPV1; Q8NER1; TRPV1-expressing cells, Fluo-8 calcium influx, agonist mode; activation, % at 8.33 µM; actives 0.19% (n = 320,000); AID 540275; in the data active = activation above about 80%; inconclusive = between about 30% and that limit; note: 0% is about no effect
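Fluo-8 calcium influx in TRPV1-expressing cells, kinetic read (ex 480/em 520 nm). Compound added and read 3 min for agonist activity, followed by capsaicin at EC20 final and 2 min further read for enhancement.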
TSHR antag: blocks TSH signaling through the human TSH receptor; P16473; TSHR-expressing cells, TSH-stimulated cAMP HTRF, 2 h; hits give low values; activity change, negative = inhibition, % at 11.5 µM; actives 0.2% (n = 330,000);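 active = activity change below a set negative limit, meaning inhibition stronger than a set level, cut at about -70% in these data; inconclusive = activity change between two set negative limits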; note: % is set by controls: 0 for no effect and ±100 for the full control effect
Target sequence (P16473 whole entry, looked up): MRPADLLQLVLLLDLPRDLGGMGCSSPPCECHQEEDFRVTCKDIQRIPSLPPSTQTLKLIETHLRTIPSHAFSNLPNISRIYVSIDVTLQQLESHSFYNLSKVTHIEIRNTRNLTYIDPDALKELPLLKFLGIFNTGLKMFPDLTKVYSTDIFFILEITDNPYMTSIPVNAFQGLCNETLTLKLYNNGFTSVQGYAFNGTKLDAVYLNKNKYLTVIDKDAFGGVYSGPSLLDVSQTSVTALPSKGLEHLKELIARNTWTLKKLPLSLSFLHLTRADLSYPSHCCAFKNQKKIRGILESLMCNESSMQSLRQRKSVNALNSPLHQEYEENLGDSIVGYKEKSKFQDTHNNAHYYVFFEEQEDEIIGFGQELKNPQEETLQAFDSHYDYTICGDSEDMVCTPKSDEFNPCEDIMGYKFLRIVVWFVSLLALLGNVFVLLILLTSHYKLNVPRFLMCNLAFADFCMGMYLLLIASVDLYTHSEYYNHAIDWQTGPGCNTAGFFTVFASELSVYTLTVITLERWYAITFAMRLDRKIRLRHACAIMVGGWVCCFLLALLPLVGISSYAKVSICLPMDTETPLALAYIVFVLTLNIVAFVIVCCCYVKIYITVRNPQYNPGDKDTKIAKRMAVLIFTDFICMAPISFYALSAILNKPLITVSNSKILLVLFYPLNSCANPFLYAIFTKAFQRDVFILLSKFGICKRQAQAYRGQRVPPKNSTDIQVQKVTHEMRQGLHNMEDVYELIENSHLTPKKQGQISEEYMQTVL
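TSHR-expressing cells were treated with compounds, then stimulated with TSH at EC80 (4nM final) for 2 hours at 37 deg C. Cellular cAMP was measured by HTRF competition between lysate cAMP and cAMP-d2 for a cryptate-labelled anti-cAMP antibody.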
KCNH2 3.1 inh: inhibitors of human KCNH2 3.1 potassium channel isoform. U2OS KCNH2 3.1, thallium flux FluxOr; hits give low values. activity change, % (tested at about 1.8 µM). actives 0.95% (n = 340,000);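 active = maximum activity change below -70%; inconclusive = maximum activity change from -70% to -50%; inactive = maximum activity change above -50%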;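 note: thallium influx rate constant from kinetic fluorescence after stimulation buffer; % is set by controls: 0 for no effect and ±100 for the full control effect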
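Virally transduced U2OS (3.1 isoform, 4 h infection in dark at RT) → overnight 37 C → FluxOr + Red40 in HBSS/HEPES, 45 min → stimulation buffer, 2 min kinetic read → rate constant vs DMSO controls.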
TCR act: T cell receptor activation; Potency, µM (highest dose often 9.22 µM), without a hit: at the top dose activation of IL-2 secretion, usual class: activators; 330,000 tested, under 10 active; primary human leukocytes, anti-CD3, IL-2 HTRF, 48 h; AID 504894; note: % of control where 0% means no effect
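Activity was scored as IL-2 release from primary human leukocytes given only a TCR signal (a-CD3 beads) plus compound for 48 hr. Detection used a two-antibody HTRF format read at 665nm.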
hERG WT inh: KCNH2 (human, wildtype) channel inhibition; Q12809; U2OS, BacMam KCNH2, thallium flux FluxOr; hits give low values; activity change, % at 1.84 µM; actives 0.37% (n = 340,000); AID 720551;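 active = maximum activity change below -70%; inconclusive = maximum activity change between -70% and -50%; inactive = maximum activity change above -50%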; note: % is set by controls: 0 for no effect and ±100 for the full control effect
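U2OS cells transduced with wild-type KCNH2 virus are loaded with FluxOr dye for 45 min, and thallium flux is measured in kinetic reads before and after stimulation buffer. Rate constants are normalized to DMSO controls.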
Mito fusion yeast: mitochondrial division inhibition or fusion activation; S. cerevisiae fusion-defective mutant growth rescue, CellTiterGlo 48 h; Potency, µM (top dose mostly 46.1 µM), for the others: at the highest dose growth rescue (activation), actives largely listed as activators; actives 0.23% (n = 320,000); AID 485298;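 note: potency is the fitted concentration of half-maximal effect; % of control where 0% means no effect; nearly all actives have a fitted effect of over 45% in size; temperature-sensitive fusion mutants such as fzo1-1 at 37 °C on non-fermentable ethanol glycerol medium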
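Yeast fusion mutant, YPEG (non-fermentable carbon), compound, 48 h at 37C non-permissive; CellTiterGlo added, 10 min RT, luminescence read. Rescued growth = division inhibition.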
USP2a block: blocks human ubiquitin-specific protease USP2a. O75604. actives 0.01% (n = 330,000). Potency, µM (doses to about 38.3 µM), inactives show at the highest dose activity change, negative = inhibition, hits mostly inhibitors. USP2 core, Ub-CHOP2 coupled fluorogenic reporter, 485/531;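 note: potency is the fitted concentration of half-maximal effect; plate controls were DMSO wells for no effect and full inhibition by NEM control for full effect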
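Cell-free coupled assay: 10nM USP2 core preincubated 30min RT with compound in Tris-HCl pH 8.0/CaCl2/CHAPS buffer, then 25nM Ub-CHOP2 and 25nM reporter substrate; fluorescence (Ex 485/Em 531) read after 60min RT, normalized to NEM inhibition, concentration-response curves fitted.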
ELG1 repair inh: ELG1-dependent DNA repair inhibition; HEK293T ELG1-luciferase reporter, luminescence, 16 h; DNA damage induced by 5-fluorouridine; Potency, µM (highest dose often 46.1 µM), for inactives: top-dose activity change, negative = inhibition, most hits filed as inhibitors; actives 2.3% (n = 330,000); AID 504467; note: potency is the fitted concentration of half-maximal effect; % is set by controls: 0 for no effect and ±100 for the full control effect; nearly all actives have a fitted effect of over 55% in size
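Reporter activity after DNA damage by 5-fluorouridine is monitored. Compound-treated cells incubate 16 hr at 37 °C, then ONE-Glo is added for 30 min before luminescence reading.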
Eya2 phos inh: blocks the phosphatase activity of human Eya2; recombinant Eya2, OMFP fluorescence dephosphorylation (OMFP is methylfluorescein phosphate); O00167; AID 488837; Potency, µM (series often up to 76.9 µM), without a hit: at the top dose activity, negative = inhibition, most hits filed as inhibitors; actives 0.006% (n = 330,000); note: potency is the fitted concentration of half-maximal effect; % is set by controls: 0 for no effect and ±100 for the full control effect
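Eya2 protein (added as 0.2 uM solution) was preincubated with compound for 10 min at ambient temperature in 50 mM HEPES pH 7.5, 50 mM NaCl, 5 uM MgCl2, 0.05% BSA, 1 mM DTT. OMFP (added at 50 uM) then reacted 10 min; fluorescence read at 485/525 nm.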
A-T KAP1 phos: candidate therapy for ataxia-telangiectasia. […] A-T fibroblasts, KAP-1 phosphorylation AlphaLISA; neocarzinostatin DNA damage 30 min before lysis. actives 0.19% (n = 320,000). Potency, µM (titrated, usually from 57.5 µM), without a hit: at the top dose activation, usual class: activators; note: potency is the fitted concentration of half-maximal effect; % of control where 0% means no effect; nearly all actives have a fitted effect of over 45% in size
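ATM-like activity read as KAP-1 phosphorylation via AlphaLISA donor/acceptor antibody pairs after lysis and 6 hr at 25C. Cells were ATM-null patient fibroblasts ([…], hTERT), dosed 60 min, then exposed to the DSB inducer NCS for 30 min.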
Numbers without * were called inactive; ? = inconclusive; nt = no result given; [ ] = dose if it differs, or a comment. Unless noted, calls come from the whole dose curve; as a rule, active = well fitted curve in the direction sought with a large enough effect; inconclusive = small, poorly fitted or top-dose-only effect, or another doubt; inactive = no such curve, though single readings can be large; an effect the other way counts as inactive or inconclusive.

Sample of the layout:
Screens in order: TRPV1 agonist	TSHR antag	KCNH2 3.1 inh	TCR act	hERG WT inh	Mito fusion yeast	USP2a block	ELG1 repair inh	Eya2 phos inh	A-T KAP1 phos
> CCC(C)N(C(=O)COC(=O)Cc1n[nH]c(=O)c2ccccc12)C1CCS(=O)(=O)C1 (stereo not drawn)
 : -2	14	3	nt	0	7%	-4%	0%	-13%	-4%
> Fc1ccc(NC(=S)Nc2ccc(Cl)cc2Cl)cc1
 : -1	-7	19	-3%	13	-2%	0%	?	-9%	-1%

The listing, from the first entry:
Screens in order: TRPV1 agonist	TSHR antag	KCNH2 3.1 inh	TCR act	hERG WT inh	Mito fusion yeast	USP2a block	ELG1 repair inh	Eya2 phos inh	A-T KAP1 phos
> CCC(C)N(C(=O)COC(=O)Cc1n[nH]c(=O)c2ccccc12)C1CCS(=O)(=O)C1 (stereo not drawn)
 : -2	14	3	nt	0	7%	-4%	0%	-13%	-4%
> Fc1ccc(NC(=S)Nc2ccc(Cl)cc2Cl)cc1
 : -1	-7	19	-3%	13	-2%	0%	?	-9%	-1%
> COc1ccc(N2CCN(Cc3cc(=O)c(OCC(=O)Nc4ccccc4)co3)CC2)cc1
 : -7	-14	8	-6%	6	6%	0%	-5%	9%	10%
> COc1ccc(Cl)cc1C(=O)O/N=C(\N)c1ccccn1
 : 8	6	6	-11%	2	8%	-1%	?	4%	4%
> Cn1cccc1C1CCCN1CC(=O)Nc1c(Cl)cc(Cl)cc1Cl (stereo not drawn)
 : nt	-9	-2	-2%[46.1 µM]	-1	nt	0%	?	1%	-8%
> Cn1c(=O)cc(NCCc2ccccc2)[nH]c1=O
 : -1	-1	-13	-1%	7	-5%	-1%	6%	-18%	0%
> COc1ccc(CCNC(=O)C(=O)NCC2OCCN2S(=O)(=O)c2ccc(OC)cc2)cc1 (stereo not drawn)
 : -3	17	3	-1%	-6	8%	-1%	?	-19%	20%
> Cc1occc1C(=O)N/N=C/C(Br)=C\c1ccccc1
 : ?	-4	-19	0%	-6	-12%	6%	?	2%	1%
> Cc1ccc(OCC(=O)NNC(=O)CCC(=O)Nc2ccc(C)cc2C)cc1
 : -2	0	6	-8%	2	1%	6%	5%	-2%	0%
> CC(C(=O)NCC1CCCCC1)N(C)Cc1ccc(Br)cc1 (stereo not drawn)
 : ?	-3	-23	3%	33	13%	-1%	-13%	6%	10%
> CCOc1ccccc1NCc1cc(=O)oc2cc(C)c(O)cc12
 : 22	-5	0	-2%	16	19%	0%	-3%	-30%	5%
> Cc1ccc(CSc2nc3[nH]ncc3c(=O)[nH]2)cc1
 : 0	4	0	9%	25	-6%	-1%	?	13%	-2%
> CC(NC(=O)Cc1ccccc1)c1ccccc1 (stereo not drawn)
 : 14	10	22	-4%	-11	0%	-1%	2%	-5%	-6%
> COc1ccc(OCCSc2nnc(C(C)NC(=O)c3ccccc3F)n2C)cc1 (stereo not drawn)
 : 4	15	13	1%	9	0%	2%	-11%	13%	6%
> CCOC(=O)N1C2C=C(C)[C@@H]2[C@@H]2CC(=O)N21 (stereo partly drawn)
 : 1	5	-22	1%[46.1 µM]	-37	-6%	1%	-6%	8%	-1%
> N/C(=N\OC(=O)CCCN1C(=O)c2ccccc2C1=O)c1ccccn1
 : 1	1	3	-57%	0	-8%	1%	5%	10%	-1%
> CCCCCCCCCCn1cc(C(C)=O)c(=O)[nH]c1=O
 : -2	0	3	-2%	-2	1%	0%	-1%	-5%	5%
> O=C1CC(c2ccccc2)CC(O)=C1C=NCCN1CCN(C(=S)Nc2cccc(Cl)c2)CC1 (stereo not drawn)
 : -1	-8	-7	-1%	0	1%	-8%	-14%	3%	-1%
> CCOC(=O)C1=C(COC(=O)c2ccccc2OC)NC(=O)NC1C (stereo not drawn)
 : 12	-5	12	-8%	-5	14%	2%	?	13%	-4%
> Cc1ccc(NC(=O)C(C)C(=O)Nc2ccc(C)cc2)cc1
 : 17	-1	-18	-2%	0	9%	2%	15%	-8%	0%
> CCOc1ccc(CN(C)CC(=O)Nc2ccc3c(c2)CCC3)cc1OC
 : ?	1	-27	15%	0	-9%	1%	16µM*	-14%	9%
> CC(=O)Nc1ccc(S(=O)(=O)Nc2nc3ccccc3nc2Nc2ccc3ccccc3c2)cc1
 : 8	-24	4	-9%[46.1 µM]	-13	-1%	-4%	5%	-4%	6%
> Cc1ccc(NC(=O)c2sc(C)nc2C)c(C)c1
 : -7	38	-5	-1%	0	6%	2%	?	9%	14%
> Cc1cccc(/C=N/NC(=O)c2ccc(NC(=O)c3ccccc3C)cc2)n1
 : 15	-10	-2	0%	0	-6%	3%	-7%	-4%	-1%
> CCOC(=O)c1ccc(NC(=O)c2nc[nH]c2C(=O)N[C@@H](CCCCNC(=O)OC(C)(C)C)C(=O)OC(C)(C)C)cc1
 : 1	-7	13	4%	-2	2%	3%	?	-5%	32%
> Clc1cccc(Cl)c1CNc1ccc(N2CCCC2)cc1
 : -1	-7	-3	-1%	0	-5%	-1%	?	?	-1%
> COc1ccc(CN2CCCC(N3CCN(c4cccc(Cl)c4)CC3)C2)cc1OC (stereo not drawn)
 : -5	19	4	nt	28	-11%	0%	-13%	2%	0%
> CN(C)c1ccc(/C=N\NC(=O)c2cccc3cc[nH]c23)cc1
 : ?	-2	-8	-1%	-3	3%	-2%	?	-22%	-5%
> Cn1ccnc1Sc1nc2ccccc2nc1NS(=O)(=O)c1ccccc1
 : 2	17	-14	-4%	10	2%	14%	9%	4%	-9%
> CC(=O)Oc1ccc(N2C(=O)C3C(C2=O)C(C(=O)c2ccc(Cl)cc2)N2CCCC32)cc1 (stereo not drawn)
 : 6	22	-6	1%	-3	-13%	0%	?	?	?
> O=C(O)c1ccccc1Sc1ccccc1S(=O)(=O)NC1CCCCC1
 : -1	0	-5	5%	10	1%	-1%	4%	?	-10%
> CCn1cc(/C=C/C(=O)Nc2ccc(C)cc2Br)cn1
 : 5	7	-12	2%[46.1 µM]	-4	6%	-2%	?	0%	1%
> NC(=O)c1ccsc1NC(=O)COC(=O)C1CCCN1C(=O)c1cccs1 (stereo not drawn)
 : -6	7	8	-4%	41	3%	0%	-3%	10%	20%
> CC(NC(=O)c1cc2ccccc2o1)c1ccccc1 (stereo not drawn)
 : 22	-5	14	0%	0	-3%	3%	-4%	-1%	1%
> CCc1ccc(C(=O)/C=C2\Sc3ccccc3NC2=O)cc1
 : 5	16	-15	1%[46.1 µM]	-7	2%	0%	?	-13%	-5%
> CC(C(=O)NCCN1C(=O)S/C(=C\c2cccs2)C1=O)N1C(=O)c2ccccc2C1=O (stereo not drawn)
 : 0	6	3	1%[46.1 µM]	-2	1%	2%	-5%	4%	2%
> COCC(=O)N(Cc1nc2sc(C)c(C)c2c(=O)[nH]1)C1CCCCC1
 : 6	4	-32	-4%	-3	1%	-1%	6%	6%	-1%
> CC(C)N=C1NN=C(c2ccc(F)cc2)CS1
 : 2	5	11	2%	-4	0%	1%	?	5%	-3%
> Cc1cc(=O)oc(C)c1C(=O)NCc1c(F)cc(F)cc1F
 : -3	-3	19	4%	4	-8%	0%	?	14%	-6%
> CCc1n(CC(O)COCC2CC=CCC2)c2ccccc2[n+]1C (stereo not drawn)
 : 1	-5	6	2%	-20	-1%	-1%	-7%	3%	-2%
> CC(C)c1ccccc1NC(=O)C1CC(=O)N(C2CCCC2)C1 (stereo not drawn)
 : 5	-3	-1	-2%	-14	0%	-1%	-13%	1%	-2%
> CC(C)Cc1nnc(NS(=O)(=O)c2ccc(Cl)cc2)s1
 : -3	0	7	5%[46.1 µM]	0	12%	0%	0%	7%	-1%
> Cc1c(NC(=O)Cn2nc(C(=O)O)c3ccccc3c2=O)c(=O)n(-c2ccccc2)n1C
 : 1	-3	8	-1%	18	-1%	1%	2%	15%	3%
> O=C(Cn1c(O)c(/C=C2\C=Nc3ccc(Br)cc32)sc1=O)N1CCCC1
 : 9	3	0	-2%	3	7%	2%	-27%	-21%	1%
> O=C(c1cnc2ccc3ccccc3c2c1)c1cc(F)ccc1O
 : 16	5	-1	10%	3	-14%	0%	18%	-7%	34%
> CC(C)S(=O)(=O)c1cnc(-c2cccnc2)nc1N
 : 0	-2	-3	3%	-1	-3%	2%	25%	-3%	4%
> c1ccc2c(c1)OC(CCCN1CCCCC1)c1ccccc1S2 (stereo not drawn)
 : 3	0	-46	-1%[46.1 µM]	-3	-7%	0%	-14%	-4%	0%
> CCc1ccc(CNC(=O)CCS(=O)(=O)Cc2ccccc2F)cc1
 : -1	-6	-1	-2%	-17	7%	4%	8%	7%	6%
> Cc1ccc(C(C)C)c(OCC(=O)NNC(=O)Cn2[nH]c(=O)c3ccccc3c2=O)c1
 : -1	4	-2	nt	12	-5%	0%	2%	5%	-8%
> CCOc1ccc(C(C)=O)cc1CSc1nnc(-c2ccncc2)n1CCOC
 : -1	-21	15	-1%	3	2%	0%	7%	-2%	-4%
> CCCCNC(=O)Cn1c(=O)oc2cc(S(=O)(=O)N3CC(C)CC(C)C3)ccc21 (stereo not drawn)
 : ?	-10	0	-46%	4	2%	1%	-3%	7%	5%

Only part of the results is shown. The share of hits here may be higher or lower than overall.
